KB-3-1 tox: kills parental KB-3-1 adenocarcinoma cells; KB-3-1 viability, CellTiter-Glo ATP luminescence, 72 h; Potency, µM (highest dose often 46.1 µM), inactives show at the highest dose activity change, negative = cytotoxic, most hits filed as cytotoxic; hit rate 1.4% among 400,000; AID 1347075; also: potency is read from the fitted curve at half-maximal effect; % is scaled to controls: 0 for no effect and ±100 for the full control effect; nearly all actives have a fitted effect of over 60% in size
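Screening of KB-3-1 cells (DMEM, 10% FBS, phenol-red free) ran from lowest to highest compound concentration; after 72 h at 37 °C viability was read luminescently and curves fitted.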
SW480 rereplic: DNA re-replication induction in SW480 cells. SW480 DNA re-replication, Hoechst DNA content imaging, 48 h. Potency, µM (titrated, usually from 46.1 µM), without a hit: at the top dose re-replication activation, most hits filed as activators. hit rate 1.8% among 340,000. AID 624297; also: potency is read from the fitted curve at half-maximal effect; % of control where 0% means no effect; nearly all actives have a fitted effect of over 55% in size
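Cells (250 per well) received 23 nL compound or DMSO by pin tool and were kept 48 hr at 37 C, 5% CO2. Nuclei were then stained with Hoechst for 40 min and scanned for DNA content.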
IL-1B inflam inh: inflammasome signaling inhibition, IL-1 beta readout; activity change, % at 57.5 µM; THP-1 LPS/ATP IL-1B secretion, AlphaLISA, 16 h; active compounds read low; hit rate 4.7% among 360,000; in the data active = activity change below about -50%; inconclusive = mostly about -30% to -49%; also: % is scaled to controls: 0 for no effect and ±100 for the full control effect
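Secreted IL-1B measured by AlphaLISA bead assay after 16 h compound exposure of THP-1 cells; compounds (final up to 57.5 uM) added 1 h before LPS (250 ng/mL) and ATP (1.25 mM) stimulation; lower signal means less secretion.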
KB-V1 MDR tox: KB-V1 MDR subline cytotoxicity; KB-V1 MDR cells viability, CellTiter-Glo, 72 h; Potency, µM (top dose mostly 46.1 µM), inactives show at the highest dose activity change, negative = cytotoxicity, actives largely listed as cytotoxic; hit rate 3.4% among 400,000; AID 1347076; also: potency is read from the fitted curve at half-maximal effect; % is scaled to controls: 0 for no effect and ±100 for the full control effect; nearly all actives have a fitted effect of over 60% in size
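Following 72 h at 37 degrees C with compound, KB-V1 cell viability was read by CellTiter-Glo luminescence, medium being phenol-red-free DMEM plus 10% FBS; concentration-response parameters came from normalized, curve-fitted qHTS data.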
GLP1R ag: agonists of human GLP-1 receptor; P43220; HEK293 GLP-1R CRE-luciferase, luminescence, 4-6 h; cells express a hypersensitive GLP-1R form; Potency, µM (titrated, usually from 45.6 µM), inactives show at the highest dose activation, most hits filed as activators; hit rate 0.007% among 380,000; also: potency is read from the fitted curve at half-maximal effect; % of control where 0% means no effect
Target sequence (P43220 whole entry, looked up): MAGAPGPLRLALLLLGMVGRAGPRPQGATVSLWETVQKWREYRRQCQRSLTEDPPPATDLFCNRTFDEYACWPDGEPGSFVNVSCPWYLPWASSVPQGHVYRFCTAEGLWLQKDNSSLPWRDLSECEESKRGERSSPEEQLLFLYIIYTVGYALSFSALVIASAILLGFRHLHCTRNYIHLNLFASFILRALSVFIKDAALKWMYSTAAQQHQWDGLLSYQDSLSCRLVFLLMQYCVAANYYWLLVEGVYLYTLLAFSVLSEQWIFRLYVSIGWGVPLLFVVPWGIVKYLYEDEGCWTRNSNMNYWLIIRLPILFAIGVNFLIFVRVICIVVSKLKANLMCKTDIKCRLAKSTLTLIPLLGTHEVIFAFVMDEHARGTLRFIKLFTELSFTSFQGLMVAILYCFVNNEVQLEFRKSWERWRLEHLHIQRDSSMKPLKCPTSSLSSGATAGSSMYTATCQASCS
DRD3 antagonist: blocks the human D3 dopamine receptor; P35462; D3R cells, DiscoveRx beta-arrestin luminescence, antagonist mode; active compounds read low; max response, negative = inhibition, %; hit rate 2.5% among 360,000; in the data active = max response below about -50%; inconclusive = no clear call, values can overlap the other calls; also: % is scaled to controls: 0 for no effect and ±100 for the full control effect; mostly tested at two doses, the higher about 12 µM
Target sequence (P35462 whole entry, looked up): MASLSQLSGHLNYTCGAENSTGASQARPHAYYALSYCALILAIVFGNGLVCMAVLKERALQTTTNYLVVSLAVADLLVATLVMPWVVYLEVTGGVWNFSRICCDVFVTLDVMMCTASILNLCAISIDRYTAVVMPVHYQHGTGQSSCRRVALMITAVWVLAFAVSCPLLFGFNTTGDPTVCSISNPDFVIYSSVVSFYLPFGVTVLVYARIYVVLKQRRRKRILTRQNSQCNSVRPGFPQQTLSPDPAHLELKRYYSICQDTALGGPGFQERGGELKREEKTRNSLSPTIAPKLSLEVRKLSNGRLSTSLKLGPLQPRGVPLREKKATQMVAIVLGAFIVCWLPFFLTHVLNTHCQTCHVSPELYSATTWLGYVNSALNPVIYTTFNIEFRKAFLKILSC
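Cells plated overnight at 1500 cells/well, then exposed to library compounds with dopamine controls for 90 minutes at 37 degrees C. DiscoveRx reagent added for 30–60 minutes at room temperature; luminescence read, quantitative HTS format.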
HT1080 IDH1KD tx: toxicity to HT-1080 IDH1 knockdown cells (counter line); Potency, µM (series often up to 46.1 µM), for the others: at the top dose activity, negative = toxicity, hits mostly cytotoxic; HT-1080 IDH1 knockdown viability, ATP luminescence, 48 h; hit rate 2% among 360,000;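 also: potency is read from the fitted curve at half-maximal effect; 0% = DMSO wells and -100% = cell-free medium wells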
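Viability of IDH1-knockdown HT-1080 fibrosarcoma cells was assessed by CellTiter-Glo after 48 h at 37 °C with titrated compound; concentration-effect curves were classified by fit quality and response size.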
HT1080-NT tox: kills 2HG-producing HT-1080-NT fibrosarcoma cells; HT-1080-NT fibrosarcoma viability, CellTiter-Glo ATP luminescence, 48 h; Potency, µM (highest dose often 46.1 µM), for the others: top-dose activity, negative = less viability, hits mostly cytotoxic; hit rate 1.6% among 360,000;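 also: NT is the 2HG producing partner of a matched IDH1 knockdown line; potency is read from the fitted curve at half-maximal effect; 0% = DMSO-treated cells and -100% = media-only wells without cells; nearly all actives have a fitted effect of over 55% in size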
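750 cells/well, RPMI + 5% FBS; 2 h settle, compound pin-transfer, 48 h at 37 degrees C. CellTiter-Glo 10 min RT, luminescence. Normalized to DMSO and media-only wells.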
D3 ag: D3 dopamine receptor (human) agonism; D3R DiscoveRx beta-arrestin cells, luminescence, 90 min; max activation, %; hit rate 0.58% among 410,000; AID 652048; in the data active = max activation above about 30%; also: 0% is about no effect; mostly tested at two doses, the higher about 12 µM
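Agonist-mode cell screen: cells plated at 1500/well and incubated overnight at 37 °C, then exposed to library compounds for 90 min at 37 °C. Detection reagent was added for 30–60 min at room temperature, and luminescence was read.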
Numbers without * were called inactive; ? = inconclusive; / = not tested or not shown; [ ] = another dose, or the depositor's remark. Unless noted, calls follow the shape of the dose curve; as a rule, active = well fitted curve in the direction sought with a large enough effect; inconclusive = small, poorly fitted or top-dose-only effect, or another doubt; inactive = no such curve, though single readings can be large; an effect the other way counts as inactive or inconclusive. The order is random, and some 12% of all compounds hit somewhere here.

SMILES	KB-3-1 tox	SW480 rereplic	IL-1B inflam inh	KB-V1 MDR tox	GLP1R ag	DRD3 antagonist	HT1080 IDH1KD tx	HT1080-NT tox	D3 ag
COc1ccc(C(=O)NCCCNC(=O)c2cccnc2)cc1OC	27%	-8%	9	-8%	7%	-11	-5%	0%	2
O=C(NCCc1ccccc1)C(=O)NCC1(c2ccccc2)CCCC1	3%	-13%	24	11%	-6%	5	4%	8%	-5
NS(=O)(=O)c1ccc(CNC(=S)NC(=O)c2ccco2)cc1	?	-4%	11	13%	10%	-15	1%	0%	-14
CCOC(=O)Nc1sc2nc(C)cc(C)c2c1-n1cccc1	?	-1%	-11	18µM*	2%	7	-29%	-26%	11
Cc1ccc(-n2cc(CN(C)Cc3nccn3C)c(-c3cccc(C)c3)n2)cc1	18%	?	-85*	0%	18%	1	-15%	-10%	-1
Cc1ccccc1CNC(=O)/C=C\C(=O)O	25%	-1%	15	7%	-3%	-3	11%	16%	-7
O=C(OCc1ccccc1)/C(=C/c1cccc([N+](=O)[O-])c1)NC(=O)c1ccco1	-1%	18%	-50*	-1%	9%	8	-13%	-7%	2
COc1cc(CC(=O)OCC(=O)Nc2cc([N+](=O)[O-])ccc2Cl)cc(OC)c1OC	9%	2%	16	20%	5%	9	18%	4%	2
Cc1nnc(Nc2ccc(C(=O)NCCO)cc2)c2ccccc12	0%	-8%	-7	0%	-15%	-15	1%	7%	2
CCCCNC(=O)C1COc2ccccc2O1 (stereo not given)	-5%	-1%	1	11%	-1%	-13	0%[9.24 µM]	-15%	-9
Cc1cc(C(=O)CSc2ncccn2)c(C)n1-c1cccc(F)c1	17%	11%	-3	?	14%	4	5%	11%	6
CCN(CC)c1nc2n(c(=O)n1)CCN2CC	2%	-26%	0	28%	-3%	-3	12%	3%	7
Cn1nnnc1Sc1ncnc2scc(-c3cccc(S(C)(=O)=O)c3)c12	21µM*	10%	/	?	-10%	/	/	/	/
CC(=O)N1CCN(c2ccc([N+](=O)[O-])c(-n3nc(C)cc3C)c2)CC1	-1%	-3%	0	-26%	0%	19	16%	12%	2
CCC(=O)Nc1cccc(NC(=S)NC(=O)c2ccc(C)cc2)c1	-1%	15%	0	?	17%	-13	-13%	-6%	-2
Nc1nc(COC(=O)C2CC(=O)N(Cc3ccccc3Cl)C2)nc(Nc2ccccc2)n1 (stereo not given)	20%	?	-13	6%	8%	-19	1%	1%	5
COc1ccc(C)cc1S(=O)(=O)Nc1ccccc1C	-6%	-2%	10	-3%	15%	-7	3%	4%	-6
CCOC(=O)C1(C)NC(c2ccc(OC)cc2OC)C2C(=O)N(c3cccc(OC)c3)C(=O)C21 (stereo not given)	-5%	-5%	3	-15%	7%	-2	8%	0%	-1
Cc1cc(C)cc(N(C(=O)CNC(=O)c2ccco2)C(C(=O)NC2CCCCC2)c2cccnc2)c1 (stereo not given)	-1%	-3%	3	-24%	1%	-16	8%	4%	-34
Cc1nc(SCC(=O)N2CC(C)OC(C)C2)nc(C)c1C (stereo not given)	8%	-16%	21	9%	7%	-5	-16%	-5%	-8
CC1COC(C)(CC(=O)NN2C(=O)c3ccccc3C2=O)O1 (stereo not given)	-11%	-6%	2	?	5%	11	2%	-23%	6
COc1ccc(CCN(C)C(=O)/C=C/c2c(Cl)nc3ccccn23)cc1OC	16%	-2%	28	?	20%	16	1%	3%	1
Cc1ccnc(Nc2cccnc2)n1	0%	/	20	-3%	10%	-1	28%	?	3
Cc1ccc(-c2csc(NC(=O)C[n+]3cc(-c4ccccc4)n4c3CCC4)n2)cc1	?	?	-87*	-16%	-5%	-19	?	-23%	-10
C[C@H](NC(=O)CCCn1nnc2ccccc2c1=O)C(=O)O	15%	-94%[inhibitor]	-3	6%	-3%	-2	15%	15%	0
Cc1ncn(-c2ccccc2)c1-c1ccccc1	6%	3%	47	14%	-3%	-14	2%	-18%	12
O=C(CN1CC(=O)Oc2ccccc21)OCC(=O)c1cccc(Br)c1	-20%	?	46	1%	-3%	-17	-9%	-2%	-4
Cc1ccc(OCC(=O)NNC(=O)CSc2ncc(C#N)c(N)n2)cc1	0%	-7%	5	-3%	0%	-20	2%	-4%	-3
C[C@H](CO)N1C[C@H](C)[C@@H](CN(C)S(=O)(=O)c2ccccc2)Oc2c(NS(=O)(=O)c3ccc(F)cc3)cccc2C1=O	1%	-14%	-12	42%	2%	22	-7%	3%	2
COCCn1nnnc1C(c1cccs1)N1CCN(c2ccccc2)CC1 (stereo not given)	-5%	?	?	-30%	2%	-8	0%	0%	2

Overlap with the part before: 3 compounds, then new ones.
SMILES	KB-3-1 tox	SW480 rereplic	IL-1B inflam inh	KB-V1 MDR tox	GLP1R ag	DRD3 antagonist	HT1080 IDH1KD tx	HT1080-NT tox	D3 ag
Cc1ccc(OCC(=O)NNC(=O)CSc2ncc(C#N)c(N)n2)cc1	0%	-7%	5	-3%	0%	-20	2%	-4%	-3
C[C@H](CO)N1C[C@H](C)[C@@H](CN(C)S(=O)(=O)c2ccccc2)Oc2c(NS(=O)(=O)c3ccc(F)cc3)cccc2C1=O	1%	-14%	-12	42%	2%	22	-7%	3%	2
COCCn1nnnc1C(c1cccs1)N1CCN(c2ccccc2)CC1 (stereo not given)	-5%	?	?	-30%	2%	-8	0%	0%	2
Cc1ccc(S(=O)(=O)N2CCN(C(=O)[C@H](Cc3ccccc3)NC(=O)c3ccco3)CC2)cc1	?	2%	11	-16%	6%	20	3%	-1%	4
CCn1c(SCC(=O)NC2CCCC2)nnc1-c1ccncc1	-7%	-17%	18	?	0%	1	4%	7%	15
CCOc1ccc(NC(=O)N(CCN2CCOCC2)Cc2ccc3c(c2)CCCN3CC)cc1	3%	-2%	2	2%	14%	0	0%	2%	-2
O=C(NCc1ccc2c(c1)OCO2)C1CC(=O)N(c2ccc(Cl)cc2)C1 (stereo not given)	?	-7%	19	-2%	8%	-10	0%	2%	0
CCOC(=O)C1=CCN(S(=O)(=O)c2ccccc2Cl)C1c1ccc(Cl)c(Cl)c1 (stereo not given)	?	/	-24	?	2%	-24	?	-34%	-8
CCOc1ccccc1NC(=O)COC(=O)COc1c(Cl)cc(Cl)c2ccc(C)nc12	-3%	-6%	15	-7%	2%	4	-8%	-12%	3
COc1ccccc1C(C)NCC(=O)NCc1ccc(C)cc1 (stereo not given)	0%	-6%	11	19%	10%	-58*	1%	-2%	-36
C/C(N)=C(/C#N)C(=O)COC(=O)c1cc(-c2ccc(C)cc2)nc2ccccc12	13%	-39%	-12	9%	1%	-4	20%	25%	2
COc1ccc(S(=O)(=O)NCCCN2CCCC2=O)cc1OC	-13%	1%	-25	-8%	4%	-9	1%	-7%	2
CCN(CC)S(=O)(=O)c1cc(NC(=O)COC(=O)c2ccc(NC(=O)CC#N)cc2)ccc1C	?	11%	-19	?	4%	0	11%	1%	2
O=C(NCCc1ccccc1)c1nccc2ccccc12	39%	-2%	6	-17%	21%	11	17%	17%	-5
Cc1noc(C)c1C(=O)Nc1ccccc1N1CCOCC1	-3%	-4%	0	-13%	6%	-16	5%	0%	-21
Clc1ccccc1-c1ccc2ncnc(NCc3ccc4c(c3)OCO4)c2c1	26%	-2%	/	12%	-2%	/	/	/	/
CCOC(=O)c1c(C)[nH]c(C)c1S(=O)(=O)N(C)CC(=O)Nc1ccccc1C	3%	-3%	22	1%	-2%	3	2%	0%	9
CCOC(=O)C1=CC[C@@H](c2ccccc2)N(S(=O)(=O)c2ccc(C)cc2)[C@H]1c1ccccc1C	-1%	/	13	?	-2%	-21	-2%	-1%	-11
CCOC(=O)c1ccccc1OCc1cc(/C=N/n2cncn2)ccc1OC	?	?	41	?	38%	15	?	-24%	3
COC(=O)c1c(NC(=O)CSc2nccn2C)sc(C)c1C	16%	-7%	-11	?	16%	0	-4%	-1%	-8
CSC1=C(C#N)C(=O)NC(c2ccc(Cl)cc2)S1 (stereo not given)	?	-25%	?	?	-2%	11	-4%	-2%	-8
COc1ccccc1/C=C/C(=O)NC(=S)Nc1ccccn1	14%	-10%	16	8%	-1%	-5	8%	7%	-6
CCN1CCN(CCCNC(=O)C2c3ccccc3C(=O)N(c3ccc(OC)cc3)C2c2ccc(OC)cc2)CC1 (stereo not given)	-2%	3%	22	?	0%	2	0%	-11%	-10
CSCCC(NS(=O)(=O)c1ccc(C)cc1)C(=O)NNC(=O)c1csc(N2CCOCC2)n1 (stereo not given)	10%	9%	49	8%	-1%	13	-12%	8%	12
C/C(=N\NC(=O)c1ccc(N/N=C(\C)c2ccc(O)cc2)cc1)c1ccc(O)cc1	2%	9%	-25	-8%	3%	24	?	-29%	-1
CCCOc1ccc(C(=O)Nc2ccc(CN3CCOCC3)cc2)cc1	-6%	-2%	-21	-17%	0%	-6	-5%	-10%	-3
O=C(CN1CCOCC1)n1c2c(c3ccccc31)CCCC2	14%	0%	-8	-25%	8%	2	-6%	-20%	-4
O=C(Cn1c(=O)n(-c2ccccc2)c(=O)c2sc3ccccc3c21)NC1CCCC1	-1%	/	/	-25%	1%	/	/	/	-12
NC(=O)C1(N2CCCCC2)CCN(C(=S)Nc2cc(F)cc(F)c2)CC1	-13%	2%	15	-6%	13%	-10	-16%	-1%	-4
NC(=O)CC(NC(=O)c1cccc(Br)c1)c1ccc(NC2CCC2)c([N+](=O)[O-])c1 (stereo not given)	3%	0%	0	0%	-1%	-14	0%	19%	1
O=C(Nc1ccccc1)OCCc1ccccn1	0%	-8%	-21	6%	2%	-15	17%	17%	-10
Cc1ccc[n+](CC(=O)Nc2ccc([N+](=O)[O-])cc2Cl)c1	23%	-12%	-26	1%	-13%	-5	-19%	-2%	-4
COc1ccc(CN2C3CCC2CC(NC(=O)c2cccc(F)c2)C3)cc1 (stereo not given)	-6%	0%	8	-15%	-4%	-86*	4%	0%	-15

Screens as filed in PubChem BioAssay.
